C diff growth: blocks growth of Clostridium difficile; Clostridium difficile clinical isolate growth, OD600, 24 h; stronger effect = lower value; growth activity, negative = inhibition, % at 16 µg/mL (by protocol); actives 0.25% (n = 86,000); AID 1259249;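 active means mean growth activity at or below -80% and every replicate also at or below -80%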;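 further: 0% = DMSO wells and -100% = levofloxacin 16 µg/mL wells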
Tcruzi prolif: T. cruzi proliferation inhibition | T. cruzi beta-gal in NIH3T3, GalScreen luminescence, 90 h | inhibition, % at 8.34 µM | actives 5.9% (n = 77,000) | AID 624255;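 active means mean inhibition above about 93%, with at least 55% of replicates each passing it, limit read from the data, passing the limit was not always enough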
Pf Dd2 inh: P. falciparum Dd2 growth inhibition; SYBR Green, 72 h; stronger effect = lower value; activity change, % at 10 µM; actives 2.3% (n = 94,000); AID 1159554; in the data active means activity change below about -80%
GASC1 inh: KDM4C (human) demethylase inhibition. inhibition, % at 12.5 µM. AID 720574. actives 0.15% (n = 96,000). GST-KDM4C 2-372, H3K9me3 peptide, LANCE TR-FRET. Q9H3R0;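 active means mean replicate inhibition above about 25%, with at least 55% of replicates also reaching it, limit read from the data, passing the limit was not always enough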
Target sequence (Q9H3R0 2-372 limits assumed): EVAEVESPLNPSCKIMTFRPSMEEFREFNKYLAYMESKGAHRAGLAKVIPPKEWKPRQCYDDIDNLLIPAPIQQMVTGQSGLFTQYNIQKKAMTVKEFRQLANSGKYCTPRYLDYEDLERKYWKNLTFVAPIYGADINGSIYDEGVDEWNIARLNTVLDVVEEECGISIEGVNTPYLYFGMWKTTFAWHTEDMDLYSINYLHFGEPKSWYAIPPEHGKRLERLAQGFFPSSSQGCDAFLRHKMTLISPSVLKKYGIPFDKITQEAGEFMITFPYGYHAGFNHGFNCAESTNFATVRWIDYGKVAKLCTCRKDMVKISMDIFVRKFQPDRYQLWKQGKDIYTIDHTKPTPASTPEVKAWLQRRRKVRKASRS
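System – N-terminal GST-fused human GASC-1 (KDM4C) fragment, residues 2-372 · Input – enzyme final amount 10 nM · Technique – LANCE TR-FRET, Eu antibody, ULight-streptavidin, EDTA, ex 340 nm, em 618/671 nm · Medium – HEPES buffer, pH 7.5, plus ascorbate · Incubation – enzyme reaction 30 min, then detection 60 min, both room temperature · Reagent – H3K9me3 peptide with Fe(II)/2OG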
* hit, by the source's call; . = not tested or not shown; & = joins results of further samples.

SMILES	C diff growth	Tcruzi prolif	Pf Dd2 inh	GASC1 inh
C[C@@H]1CCCCO[C@@H](CN(C)C(=O)Nc2ccc(F)cc2)[C@H](C)CN([C@@H](C)CO)C(=O)c2cc(NC(=O)Nc3ccc4c(c3)OCO4)ccc2O1	1	-1	34	-1.9
CCC(=O)Nc1ccc2c(c1)OC[C@@H](C)N(Cc1ccccc1)C[C@@H](C)[C@H](OC)CN(C)C2=O	-1	-22	-80	-2.1
COc1ccc(CN(C)C[C@@H]2Oc3c(NC(=O)Nc4ccc(C(F)(F)F)cc4)cccc3C(=O)N([C@@H](C)CO)C[C@H]2C)cc1	15	.	-1	2.2
COc1ccc(S(=O)(=O)N(C)C[C@@H]2OCCCC[C@H](C)Oc3ccc(NS(C)(=O)=O)cc3C(=O)N([C@H](C)CO)C[C@@H]2C)cc1	6	-41	-19	0.3
Cc1ccc(-c2ccc3c(c2)O[C@@H](CN(C)Cc2cccnc2)[C@H](C)CN([C@H](C)CO)S3(=O)=O)cc1	-5	118*	-78	-0.6
CCCC(=O)Nc1ccc2c(c1)C(=O)N(C)C[C@H](OC)[C@@H](C)CN(Cc1ccccc1)[C@H](C)CO2	0	66	-39	-0.3
CCCNC(=O)N1C[C@H]2[C@@H](c3ccccc31)[C@@H](CO)N2CC1CCCC1	0	-27	-9	-0.9
COc1ccc2c3c([nH]c2c1)[C@H](CO)N(C(=O)Nc1ccc(F)cc1)CC31CN(CC2CCOCC2)C1	5	.	-64	-0.6
O=C(CCN1CCCCC1)N[C@@H]1CC[C@H](CC(=O)N2CCC(Cc3ccccc3)CC2)O[C@@H]1CO	.	92	-15	-0.4
COc1cccc(S(=O)(=O)N(C)C[C@H]2Oc3cc(C#CCN(C)C)ccc3S(=O)(=O)N([C@@H](C)CO)C[C@H]2C)c1	11	57	-65	3.4
Cc1noc(C)c1NC(=O)Nc1cccc2c1O[C@H](CN(C)S(=O)(=O)c1ccc(F)cc1)[C@H](C)CN([C@H](C)CO)C2=O	4	71	-19	-0.7
COc1ccc(S(=O)(=O)N[C@H]2C=C[C@@H](CC(=O)N3CCc4ccccc4C3)O[C@H]2CO)cc1	.	57	-3	0.9
C[C@@H]1CN([C@H](C)CO)C(=O)c2cccc(NC(=O)NC3CCCCC3)c2O[C@H]1CN(C)Cc1ccccc1	-14	26	-60	-5.1
O=C(C[C@H]1C=C[C@@H](NC(=O)c2cccc(F)c2)[C@@H](CO)O1)Nc1nccs1	.	26	-15	-0.3
C[C@@H]1CN([C@H](C)CO)C(=O)c2cc(NC(=O)Nc3ccc4c(c3)OCO4)ccc2O[C@@H]1CN(C)S(=O)(=O)c1ccc(Cl)cc1	0	30	-5	-0.2
CCCC#Cc1ccc([C@@H]2[C@@H](CO)N3C(=O)CN(C(=O)c4ccc(F)cc4)C[C@@H]23)cc1	1	.	-25	-0.4
C/C=C/c1ccc([C@@H]2[C@@H](CO)N3C(=O)CN(S(=O)(=O)c4ccccc4)C[C@H]23)cc1	1	.	24	1.0
O=C(C[C@@H]1CC[C@H]2[C@@H](COC[C@@H](O)CN2C(=O)c2ccccc2)O1)Nc1nccs1	-2&-6	-17	-54	-0.1
COc1ccc2c3c(n(C)c2c1)[C@H](CO)N(Cc1ccccc1Cl)CC31CCN(C(C)=O)CC1	14	.	-73	-0.7
C[C@H]1CN([C@@H](C)CO)C(=O)Cc2cc(NC(=O)Cc3ccccc3)ccc2O[C@@H]1CN(C)S(=O)(=O)c1ccc(F)cc1	5	12	-35	-1.2
CCCNC(=O)N1CC2(CN(Cc3cccc(OC)c3)C2)c2c(n(C)c3cc(OC)ccc23)[C@@H]1CO	-6	.	-46	-0.6
CC(C)NC(=O)N(C)C[C@H]1Oc2c(NC(=O)Nc3ccc(C(F)(F)F)cc3)cccc2C(=O)N([C@@H](C)CO)C[C@H]1C	25	-2	-67	-1.2
COc1ccc(CN(C)C[C@@H]2OCCCC[C@@H](C)Oc3ccc(NS(=O)(=O)c4ccc(F)cc4)cc3C(=O)N([C@H](C)CO)C[C@@H]2C)cc1	-7	34	-18	-0.4
C[C@@H]1CN([C@H](C)CO)C(=O)c2cccc(NC(=O)CCCCCC(=O)Nc3ccccc3N)c2O[C@H]1CN(C)C(=O)Nc1ccc2c(c1)OCO2	7	.	-50	-0.6
C[C@@H]1CN([C@@H](C)CO)C(=O)c2cc(NS(=O)(=O)c3cccs3)ccc2O[C@@H](C)CCCCO[C@H]1CN(C)C(=O)Nc1ccc(F)cc1	7	68	-81*	-0.9
CO[C@@H]1CN(C)C(=O)c2ccc(NC(C)=O)cc2OC[C@@H](C)N(Cc2ccncc2)C[C@H]1C	-1	-7	25	1.2
COCC(=O)Nc1ccc2c(c1)OC[C@@H](C)N(C)C[C@H](C)[C@H](OC)CN(C)C2=O	2	-2	16	2.1
C[C@@H]1CN([C@H](C)CO)C(=O)c2cc(C#Cc3ccccc3F)cnc2O[C@@H]1CN(C)C(=O)C1CCCCC1	-3	.	-37	1.0
CC=Cc1ccc2n(c1=O)C[C@H]1[C@H](CO)[C@@H](C(=O)N3CCCCC3)N(Cc3ccccc3OC)[C@@H]21 (mixture of isomers)	2	48	-25	2.2
O=C(C[C@H]1CC[C@H](NC(=O)CCN2CCCCC2)[C@H](CO)O1)Nc1nccs1	.	-32	-5	1.1

Of the compounds above, these have a CF3 group:
SMILES	C diff growth	Tcruzi prolif	Pf Dd2 inh	GASC1 inh
COc1ccc(CN(C)C[C@@H]2Oc3c(NC(=O)Nc4ccc(C(F)(F)F)cc4)cccc3C(=O)N([C@@H](C)CO)C[C@H]2C)cc1	15	.	-1	2.2
CC(C)NC(=O)N(C)C[C@H]1Oc2c(NC(=O)Nc3ccc(C(F)(F)F)cc3)cccc2C(=O)N([C@@H](C)CO)C[C@H]1C	25	-2	-67	-1.2

(listing goes on)
SMILES	C diff growth	Tcruzi prolif	Pf Dd2 inh	GASC1 inh
Cc1ccccc1-c1ccc([C@H]2[C@@H](CO)N3CCCCN(C(=O)Nc4ccccc4)C[C@H]23)cc1	54	34	-20	-2.3
COc1ccc(NC(=O)N(C)C[C@@H]2Oc3c(NC(=O)C4CCOCC4)cccc3C(=O)N([C@H](C)CO)C[C@@H]2C)cc1	10	15	-16	0.5
COc1ccccc1-c1ccccc1[C@@H]1[C@@H](C#N)N(C(=O)C2CC2)[C@@H]1CO	-5	.	-98*	0.2
O=C(c1ccccc1F)N1CC(=O)N2[C@H](CO)[C@H](c3ccc(-c4ccccc4)cc3)[C@@H]2C1	1	.	16	1.4
COc1ccccc1S(=O)(=O)N1CC[C@H]2[C@H](CO)Nc3ccc(Br)cc3[C@H]21	6	44	44	-2.8
C[C@H]1CN([C@@H](C)CO)C(=O)c2cc(-c3ccccc3)cnc2O[C@@H]1CN(C)C(=O)Nc1ccccc1	-2	22	-19	0.5
CCCN1[C@@H]2Cn3c(ccc(C4=CCCCC4)c3=O)[C@H]1[C@@H](C(=O)NCC)[C@@H]2CO	-3	33	6	0.6
C[C@H](CO)N1C[C@H](C)[C@H](CN(C)Cc2ccc(C(=O)O)cc2)OCc2cnnn2CCCC1=O	-2	.	28	-1.2
C[C@H](CO)N1C[C@H](C)[C@@H](CN(C)S(=O)(=O)c2ccc(F)cc2)Oc2ccc(NC(=O)Nc3ccc(C(F)(F)F)cc3)cc2CC1=O	.	-56	-47	-0.1
C[C@@H]1CN([C@@H](C)CO)C(=O)c2cc(-c3ccccc3F)cnc2O[C@@H]1CN(C)Cc1ccccc1F	4	60	-24	.
COc1ccc(S(=O)(=O)Nc2ccc3c(c2)C(=O)N([C@@H](C)CO)C[C@H](C)[C@H](CN(C)S(=O)(=O)c2ccc(F)cc2)O3)cc1	2	66	-74	.
C[C@@H]1CN([C@H](C)CO)C(=O)c2cc(C3=CCCC3)cnc2O[C@@H]1CN(C)C(=O)C1CC1	.	0	-7	6.9
CC(C)CC#Cc1cnc2c(c1)C(=O)N([C@H](C)CO)C[C@@H](C)[C@@H](CN(C)C(=O)Nc1cc(F)ccc1F)O2	2	98	-40	1.7
C[C@@H]1CCCCO[C@H](CN(C)C(=O)Nc2cccc3ccccc23)[C@@H](C)CN([C@@H](C)CO)C(=O)c2cc(NC(=O)Nc3ccc(F)cc3)ccc2O1	-4	91	-88*	2.5
COc1ccc2c3c(n(C)c2c1)[C@H](CO)N(S(=O)(=O)c1ccccc1)CC31CCN(C)CC1	14	.	-73	1.3

Fetched by structure from the list above:
SMILES	C diff growth	Tcruzi prolif	Pf Dd2 inh	GASC1 inh
Cc1ccc(-c2ccc3c(c2)O[C@@H](CN(C)Cc2cccnc2)[C@H](C)CN([C@H](C)CO)S3(=O)=O)cc1	-5	118*	-78	-0.6
COc1ccc2c3c(n(C)c2c1)[C@H](CO)N(S(=O)(=O)c1ccccc1)CC31CCN(C)CC1	14	.	-73	1.3
Cc1ccccc1-c1ccc([C@H]2[C@@H](CO)N3CCCCN(C(=O)Nc4ccccc4)C[C@H]23)cc1	54	34	-20	-2.3

Going on with the list.
SMILES	C diff growth	Tcruzi prolif	Pf Dd2 inh	GASC1 inh
Cc1noc(C)c1NC(=O)N(C)C[C@@H]1Oc2ccc(NS(=O)(=O)c3cn(C)cn3)cc2CC(=O)N([C@@H](C)CO)C[C@@H]1C	-7	18	-17	-1.4
Cc1cc(C(=O)Nc2cccc3c2O[C@@H](CN(C)Cc2ccc(-c4ccccc4)cc2)[C@H](C)CN([C@@H](C)CO)C3=O)n(C)n1	-72	83	-19	2.3
C[C@H](CO)N1C[C@H](C)[C@@H](CN(C)Cc2ccccc2)Oc2ncc(-c3ccccc3F)cc2C1=O	3	51	-13	0.9
C[C@H]1CCCCO[C@@H](CN(C)C(=O)c2ccccc2)[C@@H](C)CN([C@@H](C)CO)C(=O)c2cc(NC(=O)NC3CCCCC3)ccc2O1	-6	-32	-51	0.2
O=C(C1CCOCC1)N1C[C@@H]2N[C@H](C1)C2c1ccc(-c2ccncc2)cc1 (stereo partly specified)	-5&-9	.	-5&11	0.1&3.6
COc1ccc(C(=O)Nc2ccc3c(c2)OC[C@H](C)NC[C@H](C)[C@H](OC)CN(C)C3=O)cc1	2	3	-28	-0.8
C[C@@H]1CCCCO[C@@H](CN(C)Cc2ccncc2)[C@@H](C)CN([C@@H](C)CO)C(=O)c2cc(NC(=O)Nc3ccc(F)cc3)ccc2O1	.	38	3	1.3
Cc1ccc(S(=O)(=O)N[C@H]2C=C[C@H](CC(=O)N3CCN(c4ccccc4)CC3)O[C@@H]2CO)cc1	-1	31	-3	0.4
C[C@@H]1CCCCO[C@H](CN(C)S(=O)(=O)c2ccc(F)cc2)[C@H](C)CN([C@H](C)CO)C(=O)c2cc(NC(=O)NC3CCCCC3)ccc2O1	8	69	-67	-2.4
COc1cccc(-c2ccc3c(c2)[C@H]2[C@H](CCN2C(=O)NC2CCCC2)[C@H](CO)N3C)c1	4	71	-43	-0.2
C[C@@H]1CCCCO[C@H](CN(C)CC2CCCCC2)[C@H](C)CN([C@@H](C)CO)C(=O)c2cc(NC(=O)Nc3ccc4c(c3)OCO4)ccc2O1	-2	5	-75	-0.3
C[C@@H]1CN([C@H](C)CO)C(=O)Cc2cc(N(C)C)ccc2O[C@H]1CN(C)S(=O)(=O)c1ccc(F)cc1	-1	.	-26	-0.6
C[C@@H]1CN([C@@H](C)CO)S(=O)(=O)c2ccc(C3=CCCCC3)cc2O[C@@H]1CN(C)C(=O)c1ccncc1	-5	31	-10	-0.1
C[C@@H]1CCCCO[C@@H](CN(C)C(=O)C2CCCCC2)[C@@H](C)CN([C@@H](C)CO)C(=O)c2cc(NC(=O)Nc3ccc(F)cc3)ccc2O1	0	76	-79	0.1
C[C@H]1CN([C@@H](C)CO)C(=O)c2cc(NS(C)(=O)=O)ccc2O[C@H]1CN(C)Cc1ccc2c(c1)OCO2	3	10	17	1.1
COc1cccc(CNC(=O)C[C@@H]2CC[C@@H](NC(C)=O)[C@@H](CO)O2)c1	.	-3	5	-0.3
COCC(=O)N1CC(=O)N2[C@H](CO)[C@H](c3ccc(C#CC4CCCC4)cc3)[C@@H]2C1	-12	.	21	0.8
C[C@@H]1CN([C@H](C)CO)C(=O)c2cc(NC(=O)C3CCCCC3)ccc2O[C@@H](C)CCCCO[C@H]1CN(C)C(=O)Cc1ccccc1	-28	-5	-44	1.5

Ordered by count of non-hydrogen atoms (highest first): part of the list above
SMILES	C diff growth	Tcruzi prolif	Pf Dd2 inh	GASC1 inh
COc1ccc(CN(C)C[C@@H]2OCCCC[C@@H](C)Oc3ccc(NS(=O)(=O)c4ccc(F)cc4)cc3C(=O)N([C@H](C)CO)C[C@@H]2C)cc1	-7	34	-18	-0.4
C[C@@H]1CCCCO[C@@H](CN(C)C(=O)C2CCCCC2)[C@@H](C)CN([C@@H](C)CO)C(=O)c2cc(NC(=O)Nc3ccc(F)cc3)ccc2O1	0	76	-79	0.1
CC(C)CC#Cc1cnc2c(c1)C(=O)N([C@H](C)CO)C[C@@H](C)[C@@H](CN(C)C(=O)Nc1cc(F)ccc1F)O2	2	98	-40	1.7
CCCNC(=O)N1CC2(CN(Cc3cccc(OC)c3)C2)c2c(n(C)c3cc(OC)ccc23)[C@@H]1CO	-6	.	-46	-0.6
O=C(CCN1CCCCC1)N[C@@H]1CC[C@H](CC(=O)N2CCC(Cc3ccccc3)CC2)O[C@@H]1CO	.	92	-15	-0.4

Screens: PubChem, Broad Institute

Compounds as they come; overall some 7% were active at least once.
